# CHT inh: inhibitors of human choline transporter CHT; CHT-expressing cells, membrane potential dye, choline response; hits give low values; 310,000 tested, 0.86% active; B-score at 10 µM; High affinity choline transporter 1 (Homo sapiens), Q9GZV3; AID 488975, 2010;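 active means B-score over 3 SD under the library average, and starting fluorescence ratio not unusually high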;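 further: choline stimulus applied at its EC90 after an EC20 pre-addition; B-score computed on integrated fluorescence ratio after choline addition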
# Target sequence (Q9GZV3 whole entry, looked up): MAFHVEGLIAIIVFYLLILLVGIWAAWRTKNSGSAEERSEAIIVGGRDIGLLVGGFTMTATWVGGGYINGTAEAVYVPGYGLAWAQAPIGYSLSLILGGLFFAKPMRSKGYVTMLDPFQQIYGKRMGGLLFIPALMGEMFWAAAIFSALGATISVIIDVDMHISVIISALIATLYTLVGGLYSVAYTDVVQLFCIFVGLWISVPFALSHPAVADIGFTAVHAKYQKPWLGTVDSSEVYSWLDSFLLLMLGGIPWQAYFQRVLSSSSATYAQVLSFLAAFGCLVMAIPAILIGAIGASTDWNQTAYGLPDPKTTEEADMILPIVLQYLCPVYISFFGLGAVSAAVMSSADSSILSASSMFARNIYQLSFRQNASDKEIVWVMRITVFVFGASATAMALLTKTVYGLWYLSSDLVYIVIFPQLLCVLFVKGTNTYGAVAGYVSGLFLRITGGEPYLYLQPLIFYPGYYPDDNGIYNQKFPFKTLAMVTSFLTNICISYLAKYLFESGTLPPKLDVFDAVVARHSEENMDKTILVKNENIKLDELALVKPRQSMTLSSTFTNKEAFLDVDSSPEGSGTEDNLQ
# CHT allo act: CHT positive allosteric modulators, primary screen, cell-based, membrane potential dye, choline EC20; B-score at 10 µM; High affinity choline transporter 1 (Homo sapiens), Q9GZV3; 310,000 tested, 0.49% active; CHT-expressing cells; hits give high values; LV-AA mutant CHT in HEK293 cells;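 active means initial fluorescence not abnormally high and integrated response B-score, plate-corrected, over 3 SD above library mean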
# An asterisk follows results filed as active; i = inactive.
smiles | CHT inh | CHT allo act
COc1ccc(/C(O)=C2/C(=O)C(=O)N(CC3CCCO3)C2c2ccc(O)c(OC)c2)cc1 (configuration not stated) | i | i
CSc1nccc(Oc2cccc(C#N)c2)n1 | i | i
O=S(=O)(Nc1nc2c(s1)CCCC2)c1ccc(Br)cc1 | i | i
N#Cc1nc(Cc2ccccc2)oc1N1CCN(c2cccc(Cl)c2)CC1 | i | i
Nc1c2c(nc3ccccc13)N(C1CCCCC1)CC2 | i | i
COc1ccccc1C(=O)NCC(=O)OCC(=O)Nc1cccc(S(=O)(=O)N2CCCCCC2)c1 | i | i
Cc1ccc(C)c(-n2nnnc2SCC(=O)c2c(N)n(C)c(=O)n(C)c2=O)c1 | i | i
Cc1cc(C)cc(NC(=O)Nc2ccc3c(c2)N(C)C(=O)CS3)c1 | i | i
CCOc1ccc(OCC)c(NC(=O)C2CCCN(c3nc(C)cc(C)n3)C2)c1 (configuration not stated) | i | i
COC(=O)C1=C(C)NC2=C(C(=O)CC(C)(C)C2)C1c1cnn(C)c1C (configuration not stated) | i | i
O=C(COC(=O)C1CC1)Nc1ccc2[nH]c(=O)[nH]c2c1 | i | i
FC(F)(F)c1cc(CCN2C(=S)NC[C@@H]2Cc2ccccc2)cc(C(F)(F)F)c1 | i | i
COc1cc(/C=N/Nc2nc(N3CCCC3)nc(N3CCCC3)n2)ccc1OCc1ccccc1F | i | i
CCOc1cc(CNCc2ccccn2)ccc1OCC(=O)NC(C)(C)C | i | i
O=C(CC(c1ccccc1)c1ccco1)Nc1nccs1 (configuration not stated) | i | i
CCCCn1c(N)c(N(CCC(C)C)C(=O)c2cc(S(=O)(=O)N3CCOCC3)ccc2F)c(=O)[nH]c1=O | i | i
O=C(NC(=S)Nc1ccc(S(=O)(=O)NC2CCCCC2)cc1)c1cccs1 | i | i
CCOC(=O)C1=C(C)Nc2sc(C(=O)c3ccc(C)cc3)c(N)c2C1c1ccc(C(=O)OC)cc1 (configuration not stated) | i | i
CCCN=C1CC(C)(C)CC(=O)/C1=C(/O)CCC | i | i
O=C1NC(=O)N(c2ccccc2)C1=O | i | i
O=C(CCNC(=O)c1ccccc1Cl)NCC(c1ccc(F)cc1)N1CCOCC1 (configuration not stated) | i | i
CCOC(=O)Cn1nc(C)c(NC(=O)COc2ccc(OC)cc2)c1C | i | i
COc1ccc(-c2nsc(C(=O)N(c3ccc(F)cc3)C(C(=O)NC3CCCC3)c3ccc(OC)cc3)c2N)cc1 (configuration not stated) | i | i
CCOc1ccc(C(C(=O)NCC2CCCO2)N(Cc2ccccc2)C(=O)c2snc(C(N)=O)c2N)cc1 (configuration not stated) | i | i
O=C(c1cccc(S(=O)(=O)N2CCOCC2)c1)N1CCN(Cc2ccc3c(c2)OCO3)CC1 | i | i

# Profiles, looked up by structure. Screens in order: CHT inh | CHT allo act
# CSc1nccc(Oc2cccc(C#N)c2)n1 reads i | i
# Nc1c2c(nc3ccccc13)N(C1CCCCC1)CC2 reads i | i
# Cc1ccc(C)c(-n2nnnc2SCC(=O)c2c(N)n(C)c(=O)n(C)c2=O)c1 reads i | i
# O=C(COC(=O)C1CC1)Nc1ccc2[nH]c(=O)[nH]c2c1 reads i | i
# O=C(c1cccc(S(=O)(=O)N2CCOCC2)c1)N1CCN(Cc2ccc3c(c2)OCO3)CC1 reads i | i

# Next section
smiles | CHT inh | CHT allo act
COc1cc(/C=C2/CC(C)OC2=O)c([N+](=O)[O-])cc1OC (configuration not stated) | i | i
CC(=O)NNC(=O)CCn1c2c(c3ccccc31)CCCC2 | i | i
C=C1SC(=Nc2c(C)cccc2Cl)N(C(=O)c2sc3ccccc3c2Cl)C12CCCCC2 | i | i
O=C(NCCS(=O)(=O)N1CCC2(CC1)OCCO2)c1ccccc1 | i | i
OC(CN1CCNCC1)Cn1ccc2ccccc21 (configuration not stated) | i | i
Cc1csc(NC(=O)c2ccccc2[N+](=O)[O-])n1 | i | i
CCOc1ccc(NC(=O)C(C)Sc2nccn2C)cc1 (configuration not stated) | i | i
O=C(Nc1ccc2c(c1)OCO2)c1cnn2c(C(F)(F)F)cc(-c3ccco3)nc12 | i | i
Clc1ccc(-c2n[nH]c3c2CCC3)c(Cl)c1 | i | i
N#C/C(=C(/O)c1ccc([N+](=O)[O-])s1)c1nc2ccccc2[nH]1 | i | i
O=S(=O)(c1ccccc1F)N1CCN(CCc2ccccc2)CC1 | -6.8* | i
CCCCCSc1nnc2c(n1)OC(c1cccn1C)N(C(C)=O)c1ccccc1-2 (configuration not stated) | i | i
CC(C)OCCCN(CC(O)c1ccccc1)CC(O)c1ccccc1 (configuration not stated) | i | i
CCOC(=O)/C=c1\s/c(=C\c2sccc2C)c(=O)n1CC(=O)NCc1ccc(C)cc1 | i | i
O=C(COc1ncnc2ccccc12)Nc1ccc(Cl)c([N+](=O)[O-])c1 | i | i
C#CCn1cnc2c(oc3ccccc32)c1=O | i | i
CC(OC(=O)c1cccs1)C(=O)NCc1ccccc1 (configuration not stated) | i | i
CCSc1nnc(NC(=O)/C=C/c2ccc3c(c2)OCO3)s1 | i | i
COc1ccc(Cc2n[nH]c(=S)n2N)cc1OC | i | i
COC(=O)N/N=C/c1cc(C)n(-c2ccccc2)c1C | -8.3* | i
CCOC(=O)c1cc(C)n(Cc2ccccc2)c1C | i | i
COc1ccc([C@@H]2[C@@H]3C(=O)N(C(C)(C)C)C(=O)[C@@H]3[C@]3(Cc4ccccc4)C(=O)N(c4ccc(C)cc4)C(=O)N23)cc1 | i | i
O=C(NCCc1ccncc1)Nc1ccccc1Cl | i | i
O=S(=O)(NCc1ccccn1)c1cccc2nsnc12 | i | i
Cc1ccc(C)c(NC(=O)NNC(=O)CCc2ccccc2)c1 | i | i

# New compounds follow
smiles | CHT inh | CHT allo act
CCC(=O)NC(Nc1nc(C)cs1)(C(=O)OC)C(F)(F)F (configuration not stated) | i | i
CN(CC(=O)Nc1ccc(F)cc1)C(=O)c1cc([N+](=O)[O-])ccc1N1CCOCC1 | i | i
O=C(CSc1nnc(CNC(=O)c2ccccc2F)o1)NCC1CCCO1 (configuration not stated) | i | i
CC/C(O)=C1\C(=O)CC(c2ccccc2)CC1=NCCC(=O)O (configuration not stated) | i | i
COc1cccc(NC(=O)N2CCCC2C(=O)NC2CCCC2)c1 (configuration not stated) | i | i
CCOc1ccc2nc(NC(=O)CSc3nc4c(c(=O)n(C)c(=O)n4C)n3C(C)C)sc2c1 | i | i
Fc1ccc(Nc2nnns2)cc1 | i | i
COc1ccccc1-c1cn(S(=O)(=O)c2ccc(C)cc2)nc1N | i | i
Cc1nc(NC(=O)CN2CCN(c3ccccc3F)CC2)sc1C(=O)N(C)C | i | i
N#Cc1cc2c(ccc3ccccc32)oc1=O | i | i
Cc1ccccc1C(=O)N/N=C/c1ccsc1C | i | i
COc1ccc(C2/C(=C(/O)c3ccc4c(c3)CC(C)O4)C(=O)C(=O)N2CCN2CCOCC2)cc1 (configuration not stated) | i | i
CC(=O)c1cccc(NC(=O)N2CCCC2C(=O)NCc2ccc(C)cc2)c1 (configuration not stated) | i | i
CSCCC(NC(=O)c1ccco1)C(=O)N1CC=C(c2ccccc2)CC1 (configuration not stated) | i | i
CC(=O)c1ccc(N2CCN(C(=O)CCC(=O)c3cccs3)CC2)cc1 | i | i
Oc1ccccc1Oc1ncc(Br)c(Cl)n1 | i | i
Cc1c(NC(=O)c2cccnc2C(=O)O)cccc1C(=O)O | i | i
CC(C)(C)S(=O)(=O)c1ccc2nc3c(n2c1)CCCC3 | i | i
CC1(C(=O)N2CC3(CC(c4cccc(NC(=O)CC(c5ccccc5)c5ccccc5)c4)=NO3)C[C@@H]2C(N)=O)CC1 (some centres not stated) | i | i
Cc1ccc(NC(=O)COC(=O)CCc2c[nH]c(=O)[nH]2)cc1 | i | i
COc1c(Cl)cnn(-c2ccc(C)cc2)c1=O | i | i
COc1ccc(CCN(C)CCC(=O)Nc2cccc(C)c2)cc1OC | i | i
CCCC(C(=O)O)N1C(=O)/C(=C2\C(=O)N(C)c3ccccc32)SC1=S (configuration not stated) | i | i
CCOc1ccc(C)cc1S(=O)(=O)Nc1cccnc1 | i | i
CC1(C)CC(N(Cc2ccco2)C(=O)Cc2ccccc2)CCO1 (configuration not stated) | i | i

# Filtered by structure, the compounds so far containing a COOH group (three)
smiles | CHT inh | CHT allo act
CC/C(O)=C1\C(=O)CC(c2ccccc2)CC1=NCCC(=O)O (configuration not stated) | i | i
Cc1c(NC(=O)c2cccnc2C(=O)O)cccc1C(=O)O | i | i
CCCC(C(=O)O)N1C(=O)/C(=C2\C(=O)N(C)c3ccccc32)SC1=S (configuration not stated) | i | i

# Remaining list, next part:
smiles | CHT inh | CHT allo act
O=C(c1ccco1)N1CCN(Cc2cc(=O)c(OCc3ccccc3F)co2)CC1 | i | i
Cc1cc(C)c(S(=O)(=O)NC2CC2)c(C)c1 | i | i
CC(C)OC(=O)COc1ccc(-c2ccccc2)cc1 | i | i
O=C(Nc1ccc(C(=O)O)cc1)/C(=C\C=C\c1ccccc1)NC(=O)c1ccccc1Cl | i | i
CC1(C)Cc2cccc(OCC(=O)N3CCN(S(=O)(=O)c4ccccc4F)CC3)c2O1 | i | i
CCOC(=O)c1[nH]cnc1C(=O)Nc1cccc(Cl)c1 | i | i
CCC(CC)=NNc1cccc([N+](=O)[O-])c1 | i | i
O=[N+]([O-])c1c(NCCCO)cc(Sc2ccc(Cl)cc2)c2nonc12 | i | i
COc1ccc2nc(C)c(C(=O)NN)cc2c1 | i | i
S=C(NCCc1ccccc1)Nc1ccc(Cl)cc1Cl | i | i
O=C(COc1ccc(Cl)cc1Cl)NN1C(=O)C2C3C=CC(C3)C2C1=O (configuration not stated) | i | i
O=C(N/N=C/c1cccn1-c1ccc([N+](=O)[O-])cc1)C(O)c1ccccc1 (configuration not stated) | i | i
CN(Cc1cccnc1)Cc1cn[nH]c1-c1ccc(-c2ccccc2)cc1 | i | i
COc1ccccc1-n1cc(CN2CCN(CC=C(C)C)C(CCO)C2)cn1 (configuration not stated) | i | i
Cc1nc2c(-c3ccc(F)cc3)c(C)nn2c(C)c1CCC(=O)N1CCC(Cc2ccccc2)CC1 | i | i
O=C(NCCS(=O)(=O)c1ccc(Br)cc1)c1ccccc1Cl | i | i
CCOC(=O)CN1C(=O)N[C@@H](c2cccc(F)c2)C(C(C)=O)=C1C | i | i
CCc1ccc(N(C(=O)Cn2nnc(-c3ccccc3)n2)C(C(=O)NC2CCCCC2)c2ccccn2)cc1 (configuration not stated) | i | i
CC1CN(CC(=O)Nc2nc(-c3ccc(Cl)cc3)cs2)CC(C)O1 (configuration not stated) | i | i
C=CCc1ccccc1OCC(O)CN1CCN(CCO)CC1 (configuration not stated) | i | i
CN(C)c1ccc(C(=S)N2CCN(c3ccccc3)CC2)cc1 | i | i
CC1=NN(c2nc(-c3ccc(F)cc3)cs2)C(=O)C1 | i | i
Cc1cc(NC(=O)Nc2ccc(Cl)cc2)n(-c2ccccc2)n1 | i | i
Cc1nnc(SCC(=O)Nc2nccs2)n1C(C)C | i | i
CCOC(CNC(=O)Cn1nc(Cc2ccncc2)c2ccccc2c1=O)OCC | i | i

# Following part.
smiles | CHT inh | CHT allo act
CCn1c(-c2ccc(N(C)C)cc2)nc2ccccc21 | i | i
CC(C)Oc1ccc(/C(O)=C2/C(=O)C(=O)N(CCN3CCOCC3)C2c2ccccc2)cc1 (configuration not stated) | i | i
C[C@H](NC(=O)NCCc1ccccc1)C(=O)O | i | i
CC1=CC(C)(C)N(C(=O)CSc2nccn2C)c2cc(C)ccc21 | i | i
S=c1nn[nH]n1C12CC3CC(CC(C3)C1)C2 | i | i
O=C(NCCO)C(=O)Nc1cc2c3c(c1)CCN3C(=O)CC2 | i | i
COc1cccc(CN(CC(=O)NC2CCCCC2)C(=O)c2csnn2)c1 | i | i
CC(C)(C)C(=O)Nc1ccc(C(=O)Nc2cccnc2)cc1 | i | i
COc1ccc(C(C(=O)NCc2ccccc2)N(Cc2ccc3c(c2)OCO3)C(=O)c2cnccn2)cc1 (configuration not stated) | i | i
S=c1[nH]nc(-c2cc(-c3ccsc3)n[nH]2)n1-c1ccccc1 | i | i
CCCNC(=S)N1CCC(NC(=O)c2ccc(C)cc2)CC1 | i | i
COc1cccc(NC(=S)/C(=C(\[O-])c2cc(C)n(-c3ccccc3F)c2C)[n+]2ccc(N(C)C)cc2)c1 | i | i
O=[N+]([O-])c1ccccc1-c1cc(-c2ccccc2O)n[nH]1 | i | i
CCCCN(CC(=O)NC(C)(C)C)C(=O)C(=O)Nc1ccc2c(c1)OCCO2 | i | i
CC(Oc1ccc(Cl)cc1)C(=O)NCC1CCCO1 (configuration not stated) | i | i
O=C(CCc1nc2ccccc2c(=O)[nH]1)NCc1ccccn1 | i | i
CCOc1ccc(OCCOCCOc2c(Cl)cccc2Cl)cc1 | i | i
O=[N+]([O-])c1nn(-c2ccccc2)n(O)c1=NCc1ccc2c(c1)OCO2 | i | i
Fc1ccc(/C=N/Nc2ccccn2)cc1 | i | i
O=C(COC(=O)c1cnc(Cl)c(Cl)c1)NCc1ccco1 | i | i
COc1ccc(NC(=O)CC2C(=O)N(CCc3ccccc3)C(=S)N2Cc2cccnc2)cc1 (configuration not stated) | i | i
COCCCNC(=O)C1CCCN(S(=O)(=O)c2cccc3nsnc23)C1 (configuration not stated) | i | i
CCOC(=O)C1CCCN(C(=O)c2cn(CC)c3ccc(S(=O)(=O)N4CCCC4)cc3c2=O)C1 (configuration not stated) | i | i

# Screening results deposited in PubChem BioAssay by Johns Hopkins Ion Channel Center.
